Screening data: PubChem BioAssay, National Center for Advancing Translational Sciences (NCATS)
A549 viability = A549 cytotoxicity, counter-screen for Nrf2 inhibitors; A549 ARE-Fluc cells, CellTiter-Fluor viability, 18-24 h; Potency, µM (titrated, usually from 46 µM), for inactives: at the top dose activity change, negative = cytotoxicity, hits mostly inhibitors; actives 0.16% (n = 390,000); further: potency means the concentration at half of the fitted maximal effect; on the % scale 0 is the no-effect control and ±100 the full control effect
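Cytotoxicity counterscreen: CellTiter-Fluor fluorescence was measured in A549 ARE_Fluc cells after 18-24 h of compound exposure in a concentration series. The subsequent BugLite luminescent read reports ARE-luciferase activity.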
Mm-Cpn inhibitor = inhibitors of Methanococcus maripaludis chaperonin (MmCpn) | purified Mm-Cpn ATPase, ADP Transcreener TR-FRET | Potency, µM (series often up to 76.9 µM), for the others: at the top dose activity, negative = inhibition, usual class: inhibitors | actives 0.031% (n = 330,000); further: potency means the concentration at half of the fitted maximal effect; on the % scale 0 is the no-effect control and ±100 the full control effect; nearly all actives have a fitted effect of over 80% in size
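Quantitative HTS used 25 nM Mm-CPN and 10 uM ATP in magnesium/KCl Tris buffer, pH 7.4, with 1 mM DTT. Hydrolysis ran 30 min at 37°C; ADP was read by HTRF.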
Nrf2 block = Nrf2 pathway inhibition. A549 ARE-Fluc reporter, luciferase luminescence, 18-24 h. Potency, µM (series often up to 46 µM), for the others: at the highest dose activity change, negative = inhibition, usual class: inhibitors. actives 2.1% (n = 360,000); further: potency means the concentration at half of the fitted maximal effect; on the % scale 0 is the no-effect control and ±100 the full control effect; nearly all actives have a fitted effect of over 60% in size
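Concentration-response testing used A549 ARE_Fluc cells at 5000 cells/well. Following an 18-24 h compound incubation, viability was read by fluorescence (Ex 405/Em 525) and luciferase output by luminescence.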
EPAC2 agonist = agonists of human EPAC2 (RAPGEF4); EPAC2 activation, biochemical qHTS; response scale: 100% = 6.5 mM cAMP response; Potency, µM (doses to about 154 µM), for the others: at the top dose activation, most hits filed as activators; actives 0.079% (n = 360,000); further: potency means the concentration at half of the fitted maximal effect; nearly all actives have a fitted effect of over 50% in size
Target sequence (Q8WZA2 whole entry, looked up): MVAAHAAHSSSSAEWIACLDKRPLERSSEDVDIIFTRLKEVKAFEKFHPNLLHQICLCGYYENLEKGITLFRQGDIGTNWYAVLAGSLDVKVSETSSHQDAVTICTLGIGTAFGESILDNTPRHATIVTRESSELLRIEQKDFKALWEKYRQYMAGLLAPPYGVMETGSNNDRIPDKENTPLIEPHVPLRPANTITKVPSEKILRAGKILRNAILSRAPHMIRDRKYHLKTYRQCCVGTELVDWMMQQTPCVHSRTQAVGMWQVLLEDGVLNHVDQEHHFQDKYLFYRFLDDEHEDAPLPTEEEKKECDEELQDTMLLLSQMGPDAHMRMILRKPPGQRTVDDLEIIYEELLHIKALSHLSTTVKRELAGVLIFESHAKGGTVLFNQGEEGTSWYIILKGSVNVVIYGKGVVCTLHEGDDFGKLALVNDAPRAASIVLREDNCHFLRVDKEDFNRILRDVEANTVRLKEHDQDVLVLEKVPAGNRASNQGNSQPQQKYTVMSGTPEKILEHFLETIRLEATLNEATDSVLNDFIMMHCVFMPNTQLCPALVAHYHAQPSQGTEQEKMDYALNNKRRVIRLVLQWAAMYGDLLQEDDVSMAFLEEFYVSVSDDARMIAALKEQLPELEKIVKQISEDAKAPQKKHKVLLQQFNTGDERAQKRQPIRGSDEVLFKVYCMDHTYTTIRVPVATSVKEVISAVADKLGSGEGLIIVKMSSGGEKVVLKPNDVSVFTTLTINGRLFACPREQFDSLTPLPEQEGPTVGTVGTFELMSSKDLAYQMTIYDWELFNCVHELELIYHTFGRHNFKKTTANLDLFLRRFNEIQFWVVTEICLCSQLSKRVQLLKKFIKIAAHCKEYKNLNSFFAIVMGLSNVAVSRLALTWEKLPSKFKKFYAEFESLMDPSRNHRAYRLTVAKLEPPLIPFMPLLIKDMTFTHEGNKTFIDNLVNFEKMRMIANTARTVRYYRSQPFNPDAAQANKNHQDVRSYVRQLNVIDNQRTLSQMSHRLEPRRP
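In this primary screen, activation is scored as increased exchange of BODIPY-GDP from Rap1B by 100 nM EPAC2, with 50 uM GDP as competitor. Signal is normalized to the 6.5 mM cAMP agonist control.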
TGFb inhibitor = TGF-b pathway inhibition; HepG2 CAGA-GFP TGF-b/SMAD3 reporter, GFP fluorescence, 18 h; TGF-beta stimulated, 500 pg/mL final; Potency, µM (titrated, usually from 46.1 µM), for the others: at the highest dose activity, negative = inhibition, usual class: inhibitors; actives 1.2% (n = 410,000); AID 588855; further: potency means the concentration at half of the fitted maximal effect; on the % scale 0 is the no-effect control and ±100 the full control effect; nearly all actives have a fitted effect of over 65% in size
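Cell-based qHTS in HEPG2 carrying a CAGA-GFP Smad reporter; compounds added before 500 pg/mL final TGF-beta, 18 h incubation at 37 degrees C, GFP fluorescence quantified per cell by imaging cytometry.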
CCT modulator = cytosolic chaperonin activity modulation; purified chaperonin ATPase assay, HTRF ADP detection, 30 min; activity change, % (concentration not given with the values), hits read low; actives 0.3% (n = 360,000); in the data active means activity change below about -30%; further: on the % scale 0 is the no-effect control and ±100 the full control effect
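We incubate TRiC, 40 or 20 nM final, with library compounds at 76 uM and 10 uM ATP for 30 min at 37 °C. ADP formed is detected with Transcreener HTRF reagents after 30 min at room temperature.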
Akt phos inh = Akt phosphorylation inhibition; Neuro2A IGF-stimulated pAkt S473 HTRF, 20 min; stronger effect = lower value; activity change, % for hits at 50 µM; actives 0.32% (n = 360,000); AID 651550; in the data active means activity change below about -80%; inconclusive means mostly about -51% to -80%; further: on the % scale 0 is the no-effect control and ±100 the full control effect
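Single-point screen (50 µM final compound) in Neuro2A cells stimulated 20 min with 6 nM IGF at 37 deg C. After lysis, Ser473-phosphorylated Akt read by HTRF (ex 330 nm, em 615/665 nm) as the 665/615 ratio.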
EPAC2 antagonist = EPAC2 (human) antagonism; AID 720708; actives 0.18% (n = 360,000); EPAC2 GEF exchange of Rap1B-BODIPY-GDP, fluorescence; Potency, µM (highest dose often 114 µM), inactives show at the top dose activity, negative = inhibition, hits mostly inhibitors; further: potency means the concentration at half of the fitted maximal effect; on the % scale 0 is the no-effect control and ±100 the full control effect; nearly all actives have a fitted effect of over 45% in size; many of its hits are not listed in these tables
Nrf2 ARE act = activates Nrf2 signaling; AREc32 ARE-luciferase reporter (MCF7-derived line), luminescence, 24 h; actives 0.31% (n = 410,000); Potency, µM (titrated, usually from 46.1 µM), without a hit: at the highest dose activation, usual class: activators; AID 624171; further: potency means the concentration at half of the fitted maximal effect; % of control where 0% means no effect; nearly all actives have a fitted effect of over 65% in size
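AREc32_Fluc, 1000 cells/well, OPTI-MEM + 5% FBS, o/n 37 deg C 5% CO2; 23 nL cpd by pin tool, 24 hr; Steady-Glo 30 min RT, luminescence.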
Active calls of the source: *; i = inactive; ? = inconclusive; nt = not tested or not shown; [ ] = another dose, or the depositor's remark. Unless noted, the call rests on the fitted dose curve; in most records, active means well fitted curve in the direction sought with a large enough effect; inconclusive means small, poorly fitted or top-dose-only effect, or another doubt; inactive means no such curve, though single readings can be large; an effect the other way counts as inactive or inconclusive. Not all compounds are listed; rates above refer to the full screens.

SMILES	A549 viability	Mm-Cpn inhibitor	Nrf2 block	EPAC2 agonist	TGFb inhibitor	CCT modulator	Akt phos inh	EPAC2 antagonist	Nrf2 ARE act
Cc1ccc2c(c1)c1c(c(=O)n(-c3cccc(Cl)c3)c(=O)n1CC(=O)NCCC1=CCCCC1)n2C	1%	nt	3%[9.27 µM]	nt	-5%	nt	nt	nt	-0.5%
O=C(NCCc1ccc(Cl)cc1)c1cc(S(=O)(=O)N2CCCC2)ccc1F	nt	nt	nt	-7%	-5%	1.0	i	-6%	0.2%
O=c1cnc2ccccc2n1Cc1ccccc1C(F)(F)F	0%	-1%	4%	18%	-4%	-1.3	i	-2%	3.3%
O=C(N/N=C\c1ccc([N+](=O)[O-])o1)c1cncc(Br)c1	?	-2%	?	0%	?	0.0	i	3%	?
CC1C(C#N)=C(N)OC2=C1C(=O)CCC2 (centres undefined)	1%	0%	nt	-5%	14%	-2.5	i	0%	-0.7%
CC(=O)N1CCCc2cc(S(=O)(=O)NCCC3=CCCCC3)ccc21	0%	-6%	?	0%	-11%	-1.4	i	2%	-0.1%
CC(C)n1cnc2c(Nc3cccc(Cl)c3)nc(N(CCO)CCCO)nc21	?	1%	?	16%	?	2.0	i	-17%	-2.4%
O=C1C2C3C=CC(CNS(=O)(=O)c4ccccc4)(O3)C2C(=O)N1c1ccc(Cl)cc1 (centres undefined)	-8%	1%	2%	-5%	2%	-3.8	i	8%	5.8%
O=C(COC(=O)COc1ccc(Br)cc1)NC1CCCCCC1	-1%	4%	15%	3%	-1%	-1.9	i	-2%	-0.9%
COCCn1c(SCC#N)nnc1-c1ccc(OC)cc1	10%	-1%	-5%	8%	-2%	-4.8	i	-1%	0.3%
CCCC(=O)N1CC2(CCC)CN(C(=O)CCC)CC(CCC)(C1)C2=O	-5%	3%	11%	11%	35%[activator]	-2.7	i	-1%	2.1%
Cc1ccccc1C(=O)NC(=S)Nc1ccc(S(=O)(=O)N2CCOCC2)cc1	3%	0%	13µM*	19%	13%	-2.3	i	-7%	-0.6%
COc1ccc(CN2CCN(C(=O)c3c(-c4ccccc4)noc3C)CC2)cc1F	3%	-2%	-24%	11%	-4%	-0.6	i	5%	2.5%
CC(C)C(=O)NC(NC1CCS(=O)(=O)C1)C(Cl)(Cl)Cl (centres undefined)	1%	1%	0%	-1%	19%	-0.8	i	4%	0.3%
O=S1(=O)N=C(N2CCCc3ccccc32)c2ccccc21	1%	1%	-1%	-19%[15.6 µM]	2%	1.7	nt	-1%	-1.0%

Random excerpt: 3 entries already listed
SMILES	A549 viability	Mm-Cpn inhibitor	Nrf2 block	EPAC2 agonist	TGFb inhibitor	CCT modulator	Akt phos inh	EPAC2 antagonist	Nrf2 ARE act
COCCn1c(SCC#N)nnc1-c1ccc(OC)cc1	10%	-1%	-5%	8%	-2%	-4.8	i	-1%	0.3%
O=c1cnc2ccccc2n1Cc1ccccc1C(F)(F)F	0%	-1%	4%	18%	-4%	-1.3	i	-2%	3.3%
COc1ccc(CN2CCN(C(=O)c3c(-c4ccccc4)noc3C)CC2)cc1F	3%	-2%	-24%	11%	-4%	-0.6	i	5%	2.5%

(listing goes on)
SMILES	A549 viability	Mm-Cpn inhibitor	Nrf2 block	EPAC2 agonist	TGFb inhibitor	CCT modulator	Akt phos inh	EPAC2 antagonist	Nrf2 ARE act
O=C(NC1CC1)c1sccc1-n1cccc1	-11%	-2%	-15%	2%	-18%	-1.0	i	2%	-0.6%
O=S(=O)(c1ccc(-c2n[nH]c(=S)o2)cc1)N1CCCC1	0%	-15%	1%	12%	-24%	-5.0	i	-5%	0.2%
CC(NC(=O)c1cc(S(=O)(=O)N(C)C)ccc1Cl)C1CC2CCC1C2 (centres undefined)	5%	1%	?	7%	-7%	0.7	i	-5%	-0.5%
CCOC(=O)C1(CC)NC(c2ccc(N(C)C)cc2)C2C(=O)N(C)C(=O)C21 (centres undefined)	0%	-4%	?	3%	-1%	-0.8	i	17%	0.2%
Cn1cc(S(=O)(=O)NCc2ccco2)c(=O)n(C)c1=O	-10%	-3%	-9%	-5%	6%	2.0	i	-10%	-0.1%
O=C(OCc1ccccc1)c1c(-c2ccccc2)oc2c1C(OCCO)CCC2 (centres undefined)	nt	nt	nt	15%	nt	1.0	i	?	0.1%
CC(C)c1nc(CNC(=O)C2CCC(=O)N(CCc3ccc(Cl)cc3)C2)no1 (centres undefined)	-6%	0%	-7%	-4%	1%	-1.8	i	4%	-0.2%
O=C(Cc1ccc(-n2c(=O)c3sccc3n(CC(=O)Nc3ccccc3F)c2=O)cc1)NCc1ccco1	-17%	-2%	3%	13%	-22%	-17	i	5%	4.4%
CCN(CC)CCC#CC(O)(c1ccccc1)C1CCCCC1 (centres undefined)	-1%	-6%	27%	1%	15%	-3.3	i	1%	-0.2%
Cn1c(=O)cc(SCC(=O)N2CCN(c3ccccn3)CC2)c2ccccc21	-4%	1%	-26%	6%	-2%	0.3	i	3%	3.3%
CC(C)(C)c1ccc(-c2nc3cc(NC(=O)c4cccc(Br)c4)ccc3o2)cc1	3%	nt	?	nt	20%	nt	nt	nt	0.2%
Cc1cc(C)c(C)c(S(=O)(=O)Nc2ccc(OCC(=O)O)cc2)c1C	0%	-1%	3%	1%	-2%	0.3	i	-13%	-0.7%
Fc1cccc(Cl)c1Cn1nnc2c(-n3ccnc3)ncnc21	0%	-3%	-5%	0%	-4%	0.7	i	2%	0.2%
O=C1CN(C(=O)COC(=O)c2ccccc2NCc2ccco2)c2ccccc2N1	-3%	1%	-20%	11%	0%	0.1	i	-4%	9.5%
O/N=C(/c1ccc(F)cc1)C1CC1c1c(F)cccc1Cl (centres undefined)	-6%	-2%	3%	23%	0%	-1.0	i	?	0.0%
CC(/C=N/n1c(-c2ccncc2)n[nH]c1=S)=C\c1ccco1	21%	0%	16%	4%	-10%	2.7	i	0%	7.1µM*
CC(=O)Nc1ccc(C(=O)Nc2ccc(S(=O)(=O)N3CCCCC3)cc2)cc1	0%	0%	?	7%	?	-1.5	i	5%	2.3%
CC(C(=O)NCc1cccnc1)c1ccc([N+](=O)[O-])cc1 (centres undefined)	10%	-15%	?	9%	0%	1.7	i	12%	-0.5%
CCCCn1cc(S(=O)(=O)c2ccc(Cl)cc2)c(=O)c2cc(F)c(N3CCCCC3)cc21	7%	nt	?	nt	-21%	nt	nt	nt	-0.3%
Cc1cc(NC(=O)CSc2nc3ccccc3n2CC(=O)N2CC(C)CC(C)C2)no1 (centres undefined)	-1%	0%	nt	0%	-15%	0.3	i	4%	-0.8%
N#Cc1c(SCC(=O)Nc2nncs2)sc2c(O)cc(=O)[nH]c12	0%	-12%	-6%	7%	-1%	-5.2	i	1%	2.2%
COc1ccc(OCC(=O)Nc2nc3ccccc3[nH]2)cc1	-4%	3%	?	7%[15.6 µM]	9%	-5.8	nt	12%	0.3%
O=C(COc1ccccc1)N(Cc1cccs1)C1CCS(=O)(=O)C1 (centres undefined)	3%	0%	-16%	9%	-12%	-1.8	i	0%	-0.8%
Cc1ccc(C2Nc3ccc4ccccc4c3C3=C2C(=O)CC(C)(C)C3)o1 (centres undefined)	-16%	-6%	-16%	1%	3%	-0.4	i	-2%	7.4%
CCc1cccc(NC(=O)CSc2nc3ccsc3c(=O)n2CC)c1	0%	nt	?	nt	?	nt	nt	nt	-0.4%
COC(=O)Cc1c(OC)ccn(CCc2c[nH]c3ccccc23)c1=O	2%	-1%	?	4%	2%	3.7	i	11%	0.3%
O=C(NCCc1nnc2ccccn12)c1cccs1	3%	0%	?	-1%	-2%	-0.5	i	3%	5.6%
COc1ccccc1C(=O)NCC(=O)OCC(=O)c1ccc2c(c1)-c1ccccc1C2	3%	-18%	10%	6%	-23%	-0.8	i	-4%	0.7%
O=C(NCCSc1ccccc1)c1ccc(CN2CCOCC2)cc1	-5%	1%	?	5%	-22%	-0.4	i	5%	-0.6%
CN1CCO/C1=C(\C(Cl)=C(Cl)Cl)[N+](=O)[O-]	-4%	-3%	-5%	5%	30%	-4.4	i	6%	0.0%
C/C(=C\C=C(C#N)C#N)c1cc(C#N)c(N)o1	?	0%	?	?	3%	-2.1	i	34%[activator]	2.9%
NS(=O)(=O)c1ccc(NC(=O)c2c(Cl)cccc2Cl)cc1	-3%	0%	-19%	15%	6%	-1.9	i	-1%	-1.0%
Cc1ccc(C)c(NC(=O)CSc2nc3[nH]ncc3c(=O)[nH]2)c1	-13%	1%	-24%	-4%	-7%	-1.1	i	-1%	0.8%
O=C(COc1cccnc1[N+](=O)[O-])c1c[nH]c2ccccc12	-1%	-1%	5%	13%	-8%	-1.2	i	7%	?
Cc1ccc2nc(-c3ccc(NS(=O)(=O)c4ccc(F)cc4)cc3)sc2c1	1%	-23%	?	4%	?	1.0	i	-10%	6.0%
CCOC(=O)c1ccc(NC(=S)NC(=O)c2nn(CC)cc2Br)cc1	-5%	2%	-3%	1%	-17%	-3.1	i	10%	-0.2%
COc1ccc(Oc2nc(-c3ccccc3)ncc2S(=O)(=O)c2ccccc2)cc1	9%	2%	nt	11%	0%	0.6	i	20%	-0.8%
NS(=O)(=O)OCC(Cc1ccccc1)N1C(=O)c2ccccc2C1=O (centres undefined)	-5%	0%	4%	1%	0%	-3.6	i	4%	-1.5%
CCOc1cc(C(=O)Nc2nnc(CC)s2)ccc1OCC(=O)N1CCOCC1	1%	0%	nt	1%	6%	-0.3	i	16%	0.3%
CCc1ccc(NC(=O)CSc2nnc(CNC(=O)c3c(F)cccc3Cl)o2)cc1	-3%	1%	9%	-4%	-9%	-2.7	i	-4%	-0.4%
O=c1cc(CSc2nnc(NC3CCCCC3)s2)nc2sccn12	3%	-1%	0%	9%	-4%	2.0	i	-4%	-0.3%
